Bioassay records from PubChem BioAssay.
TNAP inh Pi – human TNAP inhibition, phosphate detection | P05186 | purified TNAP, pNPP, malachite green phosphate absorbance | inhibition, % at 20 µM | 21,000 tested, under 10 active
Target sequence (P05186 whole entry, looked up): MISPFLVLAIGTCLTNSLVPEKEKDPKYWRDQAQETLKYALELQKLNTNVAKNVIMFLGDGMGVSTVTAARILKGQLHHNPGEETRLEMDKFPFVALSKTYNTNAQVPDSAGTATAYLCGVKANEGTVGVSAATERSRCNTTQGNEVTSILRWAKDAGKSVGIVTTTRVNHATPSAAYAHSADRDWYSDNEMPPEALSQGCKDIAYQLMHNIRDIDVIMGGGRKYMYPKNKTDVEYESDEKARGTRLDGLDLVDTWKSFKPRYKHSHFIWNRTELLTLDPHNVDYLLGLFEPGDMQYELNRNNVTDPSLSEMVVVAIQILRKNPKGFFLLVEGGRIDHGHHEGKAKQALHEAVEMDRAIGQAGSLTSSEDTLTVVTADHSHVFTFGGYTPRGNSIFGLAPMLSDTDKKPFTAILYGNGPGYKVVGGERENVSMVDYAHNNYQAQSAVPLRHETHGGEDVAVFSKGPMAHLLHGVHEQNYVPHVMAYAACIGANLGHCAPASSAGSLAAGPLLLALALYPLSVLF
TNAP inh pNP – human TNAP inhibition, p-nitrophenol detection | 21,000 tested, under 10 active | purified TNAP, pNPP hydrolysis, absorbance 405 nm | AID 615 | inhibition, % at 20 µM | P05186;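 also: 0% = DMSO only wells and 100% = 1 mM levamisole wells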
Numbers without * were called inactive.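 The calls were made as follows: active = inhibition above 50% at the 20 µM single-dose screen; inactive = the rest.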 A portion of the library; the hit share may differ from the screen's.

TNAP inh Pi	TNAP inh pNP	smiles
8	3	CCn1c(SCC(N)=O)nc2ccccc2c1=O
11	2	CCOc1cc(C(=O)NC(C)c2ccncc2)cc(OCC)c1OCC (configuration not stated)
5	0	COC(=O)c1sccc1NC(=O)c1ccc(OC)cc1
13	2	O=c1[nH]c(CN2CCc3ccccc3C2)nc2ccccc12
4	-4	Cc1onc(-c2c(F)cccc2Cl)c1C(=O)OCN1C(=O)c2ccccc2C1=O
12	7	O=c1cc(O)nc2n1CCCS2
4	1	Cc1cccc(-c2c3c(=O)n(C)c(=O)n(C)c3cn2C(C)(C)C)c1
9	5	O=C(NC1c2ccccc2-c2ccccc21)N1CCOCC1
9	-1	C=CCOC(=O)C(C#N)c1nc2ccccc2nc1N1CCN(Cc2ccc3c(c2)OCO3)CC1 (configuration not stated)
5	9	CCCOC(=O)CN1C(=O)c2ccc(C(=O)OCCC)cc2C1=O
6	3	O=C(Nc1ccccc1C(=O)NCCN1CCOCC1)c1ccco1
4	-4	CCOC(=O)c1cc(C)sc1NC(=O)C1CCC1
0	0	COc1cc(S(=O)(=O)Nc2ccccc2C)ccc1Cl
-17	5	O=C(c1ccc(F)cc1)N1CCN(c2ncccn2)CC1
0	0	Nc1nnc(-c2cccc(Cl)c2Cl)c(N)n1
12	6	COC(=O)c1ccccc1NC(=O)CN(Cc1ccccc1)S(C)(=O)=O
18	1	CCOC(=O)c1cnc(SCc2ccc(C)cc2)nc1N
9	6	O=C(c1ccccc1OCc1ccccc1Br)N1CCN(c2ncccn2)CC1
11	-1	Nc1cc(=O)nc(SCC(=O)NC2CCCCC2)n1-c1ccccc1
-6	-9	COc1ccc(NS(=O)(=O)c2ccc(Br)s2)cc1OC
12	5	OCCNC1=NCCN1
-6	-6	CCOc1ccc(C2=Nn3c(nnc3-c3ccccc3OC)SC2)cc1
2	5	NC(=O)c1sc2nccc(Nc3ccccc3)c2c1N
-2	6	CC[C@H](C)C(=O)O[C@H]1C[C@@H](C)C=C2C=C[C@H](C)[C@H](CC[C@@H]3C[C@@H](O)CC(=O)O3)[C@H]21
6	2	COc1cc(NC(=O)c2ccc3c(c2)OCO3)c2ncccc2c1
6	2	COc1cc(C2C(C#N)=C(N)Oc3cc(C)n(CCc4ccccc4)c(=O)c32)cc2c1OCO2 (configuration not stated)
2	7	CCOC(=O)CCNc1n[nH]c(=O)[nH]c1=O
-12	2	CCS(=O)(=O)C(=C(Nc1ccc(OC)cc1)Nc1ccc(OC)cc1)S(=O)(=O)CC
6	3	Cc1nn(-c2ccccc2)c(Cl)c1C(=O)Nc1nnc(C2CCCC2)s1
-3	5	Cc1nc2cc(NC(=O)Nc3nccs3)ccc2n1C
-12	-2	CSc1nnc(-c2ccco2)c(-c2ccco2)n1
7	4	Cn1c(=O)c2c(nc(NC(Cc3ccccc3)C(=O)O)n2Cc2ccccc2)n(C)c1=O (configuration not stated)
2	-5	CN(C)c1ccc(N=Cc2ccco2)cc1
0	0	Cn1cc(Cl)nc1C(O)c1ccccc1 (configuration not stated)
9	1	O=C(Cc1ccccc1)Nc1cccc(N2CCCC2)c1
1	5	N#CC1(c2c(O)nc3n(c2=O)CCCS3)CCCCC1
8	6	CCN(CC)S(=O)(=O)c1ccc2c(c1)nc(CCC(=O)OCc1c(C)noc1C)n2C
-14	4	CC(C)(C)NC(=O)CSc1nnc(NC(=O)CCn2cnc3ccccc3c2=O)s1
8	2	CCC(C)NC(=O)c1ccccc1NS(=O)(=O)c1ccc(OC)c(OC)c1 (configuration not stated)
0	0	COc1ccc2c(c1OC)C(=O)N1c3ccccc3C(=O)N(c3ccccc3)C21 (configuration not stated)
9	4	CC1(C)Cc2c(c(N3CCOCC3)nc3sc(C#N)c(N)c23)CS1
0	0	CCOC(=O)CCc1c(C)c2ccc(OCC(=O)N(CC)CC)c(C)c2oc1=O
10	6	Cc1ccc(CC2CC(=O)N(Cc3ccco3)C2=O)cc1 (configuration not stated)
21	10	CCCCC(=O)N1CCCC(c2nc3c(nnn3Cc3cc(C)ccc3C)c(=O)[nH]2)C1 (configuration not stated)
0	0	Cc1ccc(SCc2c(C#N)c3ccccc3n2C)cc1
8	3	CC(CN1CCOCC1)C(=O)O (configuration not stated)
9	4	Cc1cccc(Cn2c(N3CCN(c4ccccc4)CC3)nc3c2c(=O)n(C)c(=O)n3C)c1
6	0	O=C(OCC(=O)N1CCN(c2ccccc2)CC1)c1ccco1
10	4	Cc1ccccc1CN(c1ccc(C(=O)N2CCCC2)cc1)S(C)(=O)=O
2	0	N#Cc1c(NC(=O)CSC2=NCCS2)sc2c1CCCC2

Further entries.
TNAP inh Pi	TNAP inh pNP	smiles
9	6	C=C(C)CSc1nc(N)c2c3c(sc2n1)CCC3
-6	1	CCN(CC)c1ncc(C)c(=O)[nH]1
0	0	Clc1ccc(-n2ncc3c(NCc4ccco4)ncnc32)cc1
10	6	COC(=O)C1=C(N)n2c(s/c(=C\c3cccnc3)c2=O)=C(C(=O)OC)C1c1cccnc1 (configuration not stated)
6	4	Cc1cccc2cc(COC(=O)C(C)C)c(=O)[nH]c12
3	-3	Cc1cc(N2C(=O)C(=O)/C(=C(/O)c3ccc(F)cc3)C2c2ccc(Cl)cc2)no1 (configuration not stated)
8	5	O=C(Nc1ccccc1)N1CCC(C(=O)N(Cc2ccco2)Cc2cccs2)CC1
0	0	Cc1ccc2nsnc2c1S(=O)(=O)N1CCN(CCc2ccccc2)CC1
21	8	O=C(COC(=O)C1CCCCC1C(=O)N1CCc2ccccc21)NCc1ccco1 (configuration not stated)
13	18	Cc1[nH]nc(N=Cc2c(O)n(C)c(=O)n(C)c2=O)c1-c1ccccc1
13	5	COC(=O)c1c(C)cc(C)n2c1nc1ccccc12
6	4	Cc1cc(Cl)ccc1OCC(=O)Nc1ccccc1N1CCOCC1
8	7	CC(C)CNc1cc(=O)n(C)c(=O)n1C
9	-3	COc1cc(C(=O)Nc2cccc(-c3nc4ccccc4o3)c2C)cc(OC)c1OC
0	0	COc1ccc(S(=O)(=O)Nc2ccccc2C(=O)NCc2ccco2)cc1Br
0	6	O=c1[nH]c2ccccc2c(=O)n1Cc1ccco1
10	1	O=C(NCc1ccccc1)NC1(C(=O)N2CCOCC2)CCCCC1
5	2	CCSc1nnc(NC(=O)C(C)(C(F)(F)F)C(F)(F)F)s1
8	2	CC1(C)C(=O)OC(c2c(F)c(F)c(F)c(F)c2F)C2(CCCCC2)C1=O (configuration not stated)
6	4	COc1ccc(OC)c(N(CC(=O)Nc2ccc3c(c2)OCCO3)S(C)(=O)=O)c1
14	6	Cc1ccc2c(c1)C(C)(C)[C@]1(C)NC(=O)CCN21
7	3	CCCC(=O)c1ccc(N2CCN(S(=O)(=O)c3ccc(C)cc3)CC2)c(F)c1
15	3	COc1ccc(OCCCN2CCCC(C)C2)cc1 (configuration not stated)
4	0	CCOc1cc(C2C(C(=O)N3CCCCC3)=C(C)NC3=C2C(=O)CC(C)(C)C3)ccc1O (configuration not stated)
-7	0	CCOC(=O)N1CCN(Cc2ccccc2Cl)CC1
9	2	N#Cc1nc(-c2ccccc2F)oc1N1CCCC1
-2	4	CCOC(=O)c1cc(=O)cc(C(=O)OCC)o1
3	-1	Cc1cc2nnc(SCC(=O)N3C(C)CCCC3C)n2c(N)n1 (configuration not stated)
5	0	CCOC(=O)c1c(N)n[nH]c1-c1ccc(OC)cc1
-3	5	Cc1cccc2nc(C(F)(F)F)nc(=O)n12
7	-2	COc1ccc(S(=O)(=O)N(C)CC(=O)Nc2ccc3c(c2)OCCO3)cc1OC
10	4	C/C(NC(=O)c1ccccc1)=C1/C(=O)CC2C1C2(C)C (configuration not stated)
7	1	O=C1c2ccccc2NC(c2ccc(F)cc2)N1Cc1ccco1 (configuration not stated)
4	0	N=c1c[n+](N2CCOCC2)[n-]o1
1	9	COc1cccc(NC(=O)CSc2nncn2N)c1
-3	1	O=C(Nc1ccc(N2CCN(C(=O)c3ccc(Cl)cc3)CC2)cc1)c1ccc(Br)o1
13	2	Cc1nn(C)c(C)c1NC(=O)c1ccc(S(=O)(=O)N(C)C)cc1
3	-2	O=C(COc1ccc(Cl)cc1Cl)Nc1ccc(Cl)cn1
6	4	CCOc1cc(N2CCOCC2)c(OCC)cc1NC(=O)CN1C(=O)NC(Cc2ccccc2)C1=O (configuration not stated)
6	2	COc1ccc(N(CC(=O)Nc2cccc(C(C)=O)c2)S(C)(=O)=O)cc1OC
8	5	Cc1ccc(-n2c(SCC(=O)Nc3ccc4cn[nH]c4c3)nnc2-c2ccco2)cc1
9	2	N#Cc1ccc(CSc2nnc(-c3cccnc3)n2-c2ccccc2)cc1
8	2	Cc1cc(C)nc(NC(=NCCc2c[nH]c3ccccc23)NC(=O)c2ccco2)n1
7	4	Cn1c(SCC(=O)OCC(=O)c2ccccc2)nnc1-c1cccs1
4	-3	CCOC(=O)C(O)(CCC(O)(C(=O)OCC)C(=O)OCC)C(=O)OCC
11	1	CCOc1cccc2cc(C(=O)NCc3cccnc3)c(=O)oc12
6	7	CCCCOc1ccc(-c2ncc(C(=O)O)c(C)n2)cc1
4	2	Cc1cccc(Nc2ccccc2C(=O)O)c1C
11	7	Nc1c(C(=O)NCc2ccco2)sc2nc(N3CCOCC3)c3c(c12)CCCC3
0	0	COC(=O)c1ccccc1NC(=O)CSc1nnc(-c2ccncc2)o1

The list continues:
TNAP inh Pi	TNAP inh pNP	smiles
16	7	COc1ccccc1OCc1nnc(SCC(=O)N2CCCCC2)n1-c1ccccc1
5	0	COc1cc(-c2nnc(COC(=O)CSc3cc(C)c4ccccc4n3)o2)cc(OC)c1OC
-5	6	Cn1c(=O)n(Cc2ccco2)c(=N)c2c3c(sc21)CCC3
-72	-20	Cc1ccccc1Cn1c(=N)n(CC(=O)c2ccco2)c2ccccc21
9	6	CCOC(=O)C(C)Sc1nnc(-c2ccccc2O)n1-c1ccc(C)cc1 (configuration not stated)
-5	6	CC(=O)OC[C@H]1O[C@@H](n2ncc(=O)[nH]c2=O)[C@H](OC(C)=O)[C@@H]1OC(C)=O
15	2	Cc1ccc(NC(=O)N2C(=O)C3(OCCO3)c3ccccc32)cc1
4	3	Cc1cc(OCCNCCO)cc(C)c1Cl
6	2	O=C(COC(=O)c1ccco1)Nc1nc2ccccc2s1
-34	-10	CCC(NC(C)C)C(O)c1ccc(O)c(O)c1 (configuration not stated)
9	-1	Cc1ccc(S(=O)(=O)N2CCN(S(=O)(=O)c3ccc4c(c3)OCCO4)CC2)cc1
-7	4	CCOC(=O)C1[C@H]2C(=O)N(C(C)c3ccc(OC)cc3)C[C@]23C=C[C@H]1O3 (some centres not stated)
13	1	COc1ccc(C(C)=O)cc1COC(=O)Cc1n[nH]c(=O)c2ccccc12
-3	6	Cn1c(=O)c2c(ncn2CC(=O)Nc2ccccc2Sc2ccccc2)n(C)c1=O
11	1	Cc1cccc2[nH]c3c(=O)n(CCN4CCNCC4)cnc3c12
11	5	Cn1cnnc1SCc1ccc(C#N)cc1Cl
9	3	Cc1ccc(N2CCN(c3cc(C)nc4c5c(C)cc(C)nc5nn34)CC2)cc1
2	3	O=C(NCc1ccco1)C(c1cccs1)N(C(=O)C1COc2ccccc2O1)c1cccc(O)c1 (configuration not stated)
-15	5	O=C(Nc1ccccc1)N(CCN1CCOCC1)Cc1cccc(Cl)c1
9	1	COc1ccccc1Cn1c2nc3ccccc3nc2c2c(=O)n(CC(C)C)cnc21
-6	8	Cc1ccc(-c2noc(C3CCN(S(C)(=O)=O)CC3)n2)o1
5	2	Cc1nn(CC(=O)NCC2CCCO2)c(=O)c2ccccc12 (configuration not stated)
8	5	O=C(NC1CCCCC1)C(c1cccs1)N(Cc1cccs1)C(=O)c1ccco1 (configuration not stated)
8	-1	COc1ccc(Cn2nnnc2CN(Cc2cc3ccc(C)cc3[nH]c2=O)C2CCCC2)cc1
8	0	Nc1nc2c3ccccc3nc(Cc3ccccc3)n2n1

Ordered by molar mass (rising): six of the compounds above.
TNAP inh Pi	TNAP inh pNP	smiles
-5	6	Cn1c(=O)n(Cc2ccco2)c(=N)c2c3c(sc21)CCC3
-5	6	CC(=O)OC[C@H]1O[C@@H](n2ncc(=O)[nH]c2=O)[C@H](OC(C)=O)[C@@H]1OC(C)=O
9	1	COc1ccccc1Cn1c2nc3ccccc3nc2c2c(=O)n(CC(C)C)cnc21
16	7	COc1ccccc1OCc1nnc(SCC(=O)N2CCCCC2)n1-c1ccccc1
8	-1	COc1ccc(Cn2nnnc2CN(Cc2cc3ccc(C)cc3[nH]c2=O)C2CCCC2)cc1
2	3	O=C(NCc1ccco1)C(c1cccs1)N(C(=O)C1COc2ccccc2O1)c1cccc(O)c1 (configuration not stated)

Looked up above:
TNAP inh Pi, Cn1c(=O)c2c(ncn2CC(=O)Nc2ccccc2Sc2ccccc2)n(C)c1=O : -3
TNAP inh pNP, COc1ccc(Cn2nnnc2CN(Cc2cc3ccc(C)cc3[nH]c2=O)C2CCCC2)cc1 : -1
TNAP inh pNP, COc1ccc(C(C)=O)cc1COC(=O)Cc1n[nH]c(=O)c2ccccc12 : 1
TNAP inh Pi, Cc1cccc2[nH]c3c(=O)n(CCN4CCNCC4)cnc3c12 : 11

One compound at a time (already shown). Order of screens: TNAP inh Pi | TNAP inh pNP
CC[C@H](C)C(=O)O[C@H]1C[C@@H](C)C=C2C=C[C@H](C)[C@H](CC[C@@H]3C[C@@H](O)CC(=O)O3)[C@H]21 is listed as -2 | 6
Cc1cccc(Cn2c(N3CCN(c4ccccc4)CC3)nc3c2c(=O)n(C)c(=O)n3C)c1 is listed as 9 | 4

Other entries follow:
TNAP inh Pi	TNAP inh pNP	smiles
9	1	Cc1cc(C(=O)Nc2ccc(N3CCOCC3)cc2)c2ccccc2n1
2	1	CCCCCc1ccc(-c2ccc(=O)[nH]n2)cc1
-2	-4	O=C1CSC2(CCCCC2)N1CCO
8	4	COC(=O)c1ccc(NC2=CC(=O)CC(C)(C)C2)cc1
4	1	CCOC(=O)NC(=O)CSc1nnnn1-c1ccc(C)cc1
11	5	Cc1ccc(NC(=O)c2cccc(N3C(=O)CCC3=O)c2)nc1
-4	-4	CN1CCN(S(=O)(=O)c2ccc(NC(=O)Cc3cccs3)cc2)CC1
11	3	CC(C)Oc1ccc(CSc2nnc3n(C)c(=O)c4c5c(sc4n23)CCCC5)cc1
